USP7 inh = human USP7 deubiquitinase inhibition; Q93009; purified USP7, Ub-rhodamine cleavage fluorescence; inhibition, % at 20 µM; 47,000 tested, 0.3% active; AID 1645854
USP17 inh = blocks human USP17 ubiquitin-rhodamine cleavage | AID 1645855 | purified USP17, Ub-rhodamine cleavage fluorescence, 3 h | inhibition, % at 50 µM | 47,000 tested, 6.5% active
Target sequence (A8MUK1 whole entry, looked up): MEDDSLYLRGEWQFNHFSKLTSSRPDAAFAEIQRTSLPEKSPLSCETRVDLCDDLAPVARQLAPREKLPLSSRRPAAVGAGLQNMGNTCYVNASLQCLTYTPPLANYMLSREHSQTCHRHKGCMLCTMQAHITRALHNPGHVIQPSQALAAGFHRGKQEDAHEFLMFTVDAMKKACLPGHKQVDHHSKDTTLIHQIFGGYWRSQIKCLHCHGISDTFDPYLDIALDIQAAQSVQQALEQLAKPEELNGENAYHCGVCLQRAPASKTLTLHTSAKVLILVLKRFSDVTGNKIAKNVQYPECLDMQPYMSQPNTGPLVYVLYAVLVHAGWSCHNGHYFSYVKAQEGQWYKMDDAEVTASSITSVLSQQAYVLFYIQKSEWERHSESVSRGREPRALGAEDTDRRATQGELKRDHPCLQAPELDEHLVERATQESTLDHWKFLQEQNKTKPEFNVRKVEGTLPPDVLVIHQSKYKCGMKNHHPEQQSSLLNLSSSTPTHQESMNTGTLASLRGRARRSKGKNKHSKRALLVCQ
UCHL1 inh = blocks human UCHL1 ubiquitin-rhodamine cleavage | P09936 | purified UCHL1, Ub-rhodamine cleavage fluorescence | inhibition, % at 20 µM | 47,000 tested, 0.2% active
Target sequence (P09936 whole entry, looked up): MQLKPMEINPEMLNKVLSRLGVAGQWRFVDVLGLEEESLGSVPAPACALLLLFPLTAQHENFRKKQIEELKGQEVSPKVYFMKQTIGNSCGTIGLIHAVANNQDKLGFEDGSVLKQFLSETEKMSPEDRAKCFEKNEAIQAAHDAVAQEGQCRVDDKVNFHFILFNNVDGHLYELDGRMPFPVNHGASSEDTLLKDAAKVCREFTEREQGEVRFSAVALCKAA
USP10 inh = human USP10 deubiquitinase inhibition; Q14694; purified USP10, Ub-rhodamine fluorescence, 60 min; inhibition, % at 20 µM; 47,000 tested, 1.1% active; AID 1645856
USP8 block = blocks human USP8 ubiquitin-rhodamine cleavage; P40818; purified USP8, Ub-rhodamine cleavage fluorescence, 30 min; inhibition, % at 20 µM; 47,000 tested, 4.2% active; AID 1645853
USP28 inh = blocks human USP28 ubiquitin-rhodamine cleavage; Q96RU2; purified USP28, Ub-rhodamine cleavage fluorescence, 30 min; inhibition, % at 25 µM; 47,000 tested, 3% active; AID 1645857
USP30 block = human USP30 deubiquitinase inhibition; AID 1645860; Q70CQ3; 47,000 tested, 5.3% active; inhibition, % at 25 µM; purified USP30, Ub-rhodamine cleavage fluorescence
OTUD3 inh = human OTUD3 deubiquitinase inhibition | purified OTUD3, Ub-rhodamine fluorescence, 2 h | inhibition, % at 25 µM | 47,000 tested, 0.7% active
* hit, by the source's call; i = inactive; nt = no result given. Cut-off read from the data, not from the text of the source: active = inhibition above about 30%; inactive = the rest. Rows were taken by chance; about 14% have a hit in one of these screens.

Every second line gives: USP30 block, USP7 inh, OTUD3 inh, USP17 inh, USP28 inh, USP8 block, UCHL1 inh, USP10 inh
Cc1ccccc1OCc1nc(-c2cccnc2)n[nH]1
  18, 6, 11, 4, 14, 6, 1, -3
O=C(O)C1=CC(/C=C/c2ccccc2)n2ncc(C(=O)Nc3ccc(F)cc3)c2N1 (stereo not drawn)
  -27, -142, 5, 13, 7, 41*, -156, -7
CC(C)c1ccc(OCC(=O)NCc2nnnn2-c2ccc(F)cc2)cc1
  5, -2, 6, 7, 12, 0, -1, -1
Cc1cc(C(=O)Nc2cc(C)n(Cc3ccc(Cl)cc3)n2)no1
  1, -5, 2, 11, 72*, 0, 0, 2
Cc1nc(-c2noc(-c3cccnc3)n2)cn1CC(=O)NC1CCCCC1
  -9, -3, -8, 4, -5, -7, -4, -6
O=C(CSc1nc(C(=O)O)c2ccccc2n1)c1ccc(Cl)cc1
  24, 0, 15, 16, 7, 10, -1, 4
COc1cccc(Cn2nc3n(CC(C)C)c(=O)c4ccc(C(=O)NCC(C)C)cc4n3c2=O)c1
  65*, 5, 36*, 39*, 29, 9, 0, 8
CCc1nnc(-c2nnc(NCCCN3CCOCC3)c3ccccc23)o1
  21, 1, 14, 13, 13, 2, 4, 0
COc1ccc(-n2cc3c(=O)n(C)c(=O)n(C)c3c2)cc1
  8, 3, -1, 9, 0, 5, 2, 0
Cc1cc(C)n(CC(=O)c2cccc([N+](=O)[O-])c2)n1
  -26, -6, 19, -36, 2, -100, 1, 0
CCN(CC)c1nc(C(=O)N2CCCCC2)nc2nc(C)cc(C)c12
  -222, -3, -40, -80, -54, -27, -3, 0
Cc1ccc(NC(=O)c2cccn2Cc2noc(C)n2)c(Cl)c1
  -2, -10, 1, -4, 0, -42, 0, -1
Cc1ccc(-c2nc(CN3C(=O)NC(C)(c4ccc5c(c4)OCO5)C3=O)cs2)cc1 (stereo not drawn)
  12, -36, 7, 7, 22, 3, 5, -2
O=C(c1cccc(S(=O)(=O)N2CCCC2)c1)c1nnc(-c2ccncc2)o1
  -28, -3, -7, 5, -10, -86, -1, -4
COc1ccc(CNC(=O)Cn2c(C)nc3onc(C)c3c2=O)cc1
  -1, -4, -1, -2, -9, 3, -3, 3
Cc1c(C(=O)N(C)Cc2ccco2)nnn1-c1cccc2c1CCN(C(=O)NC(C)C)C2
  -5, 2, 5, 0, 16, 12, 1, -5
Cc1ccccc1NC(=O)c1c(O)c2cnn(Cc3ccccc3)c2[nH]c1=O
  -244, 7, 2, 35*, 5, 83*, 3, 13
C[C@H](NC(=O)[C@H](Cc1ccccc1)NC(=O)[C@H](Cc1ccccc1)n1c(=O)[nH]c2ccccc2c1=O)C(=O)O
  12, 3, 3, -5, 3, -34, 3, 0
CS(=O)(=O)N1CCc2cc(NS(=O)(=O)c3ccc4c(c3)OCCO4)ccc21
  10, 4, 4, 16, 6, 13, 2, 0
COc1cccc(NS(=O)(=O)c2ccc3c(c2)N(C)CCO3)c1
  -5, 6, -2, -5, -1, -2, 2, -1
CC1CCN(C(=O)c2cn(-c3cc(N4CCC(C)CC4)ncn3)cn2)CC1
  28, 0, 14, 3, 71*, -1, 1, 0
Cc1ccc(C(=O)N2CCN(C)c3nc4ccccc4nc32)cc1-n1cccc1
  -127, -56, -17, -20, -28, -4, 2, 1
O=C(COC(=O)c1ccccc1O)Nc1ccc2[nH]c(=O)[nH]c2c1
  34*, 12, 6, 21, 28, 29, 1, 16
CCOc1ccc(NS(=O)(=O)c2cc(C(=O)N3CCOCC3)ccc2Cl)cc1
  12, 6, 7, 0, 6, 0, 2, 4
COc1ccc(C(=O)N(c2ccc(F)cc2)c2nc3ccccc3s2)c(OC)c1
  -36, -3, -5, -27, 2, -17, 4, -5
Cc1ccc2nc(-c3ccccc3)c(CN3CCN(c4cccc(Cl)c4)CC3)n2c1
  2, 8, 0, 2, -1, 0, 4, 6
Cc1ccccc1C1c2[nH]c3ccccc3c2C[C@H]2C(=O)N(CCN3CCOCC3)CC(=O)N12 (stereo partly drawn)
  -112, -13, -31, -37, -33, -13, -8, -4
CN(C)c1ccc(C2CC2C(=O)c2ccc(Cl)cc2)cc1 (stereo not drawn)
  -70, -1, -15, -5, -11, 23, 0, -3
COc1ccc(OC)c(-c2csc(N(CCc3ccccc3)C(=O)C3CC3)n2)c1
  nt, 7, -6, 16, nt, 5, 2, 8
CCN1CCCC1CN(Cc1cc2ccc(C)c(C)c2[nH]c1=O)C(=O)NCc1ccccc1 (stereo not drawn)
  -217, -11, -52, 7, -36, -18, -15, -6

(more compounds)
Every second line gives: USP30 block, USP7 inh, OTUD3 inh, USP17 inh, USP28 inh, USP8 block, UCHL1 inh, USP10 inh
O=C(NCCc1c[nH]c2ccccc12)C1CCCN1c1nnc(N2CCCC2=O)s1 (stereo not drawn)
  12, 3, 15, 6, 12, 0, 1, 0
CCOc1cc(C2C3=C(CC(c4ccc(C)cc4)CC3=O)Nc3ccccc3N2C(=O)C2CC2)ccc1OCc1ccc(Cl)cc1 (stereo not drawn)
  9, 12, 9, 0, 3, 17, 6, 6
COc1ccccc1CNC(=O)CNS(=O)(=O)c1ccc2c(c1)CCN2C(C)=O
  -7, -3, -8, 4, -5, 0, -3, -1
COc1ccc(C(=O)N2CCC3(CC2)[C@@H]2CN(CC(C)C)C[C@@H]2C(=O)N3C)cc1
  nt, 0, -1, 3, nt, 0, -1, -1
Oc1ccc(O)c2c1C(O)CCC21Oc2cccc3cccc(c23)O1 (stereo not drawn)
  -1, -5, -11, 9, 11, 0, 0, 1
CC(=O)Nc1ccc(C(=O)OCc2cc(=O)n3c4c(sc3n2)CCCC4)cc1
  22, 0, -11, 37*, 24, -1, 2, 1
CC(=O)c1cccc(NS(=O)(=O)c2cc(-c3nc(C)cs3)n(C)c2C)c1
  -18, 0, -9, -10, -5, -2, 1, 2
COc1cccc(CNC(=O)CN2CCC3(CC2)Nc2ccccc2C2=NCCN23)c1
  -24, -3, -12, -14, -12, -15, -2, -3
O=C(Nc1ccc(N2CCN(c3ccccc3)C2=O)nc1)C1CCOC1 (stereo not drawn)
  35*, 2, 15, 26, 10, -27, 0, -1
CCOC(=O)c1ccc(-n2cc(C(=O)c3cccnc3)nn2)cc1
  15, 0, 0, 8, 2, 1, 0, 3
CC(NC(=O)c1cc(C2CC2)[nH]n1)c1cc2ccccc2o1 (stereo not drawn)
  11, 4, 8, 14, 9, 19, 3, -1
COc1cc(OC)nc(C2CCN(C(=O)c3ccccc3NC(=O)c3cccc(C(F)(F)F)c3)CC2)n1
  27, -21, 3, 13, 11, 5, 6, 5
Cc1ccc(CC(=O)N2CCC3(C2)C(=O)N(C)c2ccccc23)cc1 (stereo not drawn)
  0, -6, 7, 5, 0, 3, 2, -3
Cc1ccc(CN2C(=O)CCc3c(C)nc(-c4ccncc4)nc32)o1
  i, -43, -147, -140, -165, -21, -39, -5
O=C(c1ccccc1)N1CCC(c2cc(=O)n3[nH]ccc3n2)CC1
  0, -5, -7, -6, -2, 2, 0, 2
CC(OC(=O)c1cn(-c2ccccc2)nc1-c1cccnc1)C(=O)Nc1cccc(S(=O)(=O)N(C)C)c1 (stereo not drawn)
  55*, 7, -3, 41*, 26, 7, 0, -8
Cc1ccc(C)c(NC(=O)NCCn2cnc3cc(C(=O)N(C)C)ccc32)c1
  -34, 0, -11, 0, -2, 3, -5, -2
CCc1noc(C2CCCCN2Cc2nc(-c3cccnc3)no2)n1 (stereo not drawn)
  3, 0, 0, 0, 1, 6, 0, -2
O=C(c1cccnc1)N(CCc1ccccc1)C1CCN(CCc2ccc(Cl)cc2)CC1
  -47, -6, -11, -23, -22, -21, -6, -2
COc1ccccc1N(Cc1ccccc1)S(=O)(=O)c1cccc(C(=O)Nc2ncc(C)s2)c1
  -72, -10, -11, -10, -15, -3, -5, -3
O=C1/C(=C/c2cn(-c3ccccc3)nc2-c2ccc3c(c2)OCCO3)Cc2ccccc21
  i, -47, -209, -138, -180, -96, -49, -7
O=c1cc(CN2CCCC2c2ccc3c(c2)OCCCO3)nc2sccn12 (stereo not drawn)
  -165, -8, -29, 4, -36, -13, -12, -5
CCn1nccc1C1CCCN1C(=O)Nc1cc(OC)cc(OC)c1 (stereo not drawn)
  19, 9, 11, 13, 18, 22, 2, 1
Cc1ccc2c(Sc3ccc(Cl)cc3)c(C(=O)N3CCC4(CC3)OCCO4)[nH]c2c1
  19, -10, 13, 14, 32*, 1, 11, 7
O=C(Nc1nc2c(s1)CCC2C(=O)Nc1ccc2c(c1)OCO2)c1ccccc1 (stereo not drawn)
  -14, 0, 6, 25, 7, 38*, 2, 9
COCCN(C)c1nc(C2CCN(c3ncccn3)CC2)cc2c1ncn2C
  -38, -7, -15, -52, -30, -156, -2, -5
CCc1ccccc1NC(=O)c1ccc(CN(c2ccc(C)c(C)c2)S(C)(=O)=O)cc1
  -8, 8, -4, -6, -2, 1, 2, 2
Cc1sc(NC(=O)CN2CCc3ccccc3C2)nc1-c1ccc2c(c1)CCN2C(=O)C(C)C
  -241, -24, -48, -5, -36, 47*, -17, -10
CC1=CC2N(c3ccccc31)C(C(=O)C(C)(C)C)C(C(=O)c1ccc3c(c1)OCO3)C21C(=O)Nc2ccccc21 (stereo not drawn)
  -184, -7, -38, 22, -22, 68*, -5, -3
Cc1ccccc1CNC(=O)Cn1ccc2ccc(N3CCOCC3)nc21
  -202, -23, -68, -99, -88, -56, -13, -5

Looked up above.
USP8 block, CCn1nccc1C1CCCN1C(=O)Nc1cc(OC)cc(OC)c1 (stereo not drawn) stands at 22
USP7 inh, CC(=O)Nc1ccc(C(=O)OCc2cc(=O)n3c4c(sc3n2)CCCC4)cc1 stands at 0

The listing picks up with the four entries that preceded the break.
Every second line gives: USP30 block, USP7 inh, OTUD3 inh, USP17 inh, USP28 inh, USP8 block, UCHL1 inh, USP10 inh
CCc1ccccc1NC(=O)c1ccc(CN(c2ccc(C)c(C)c2)S(C)(=O)=O)cc1
  -8, 8, -4, -6, -2, 1, 2, 2
Cc1sc(NC(=O)CN2CCc3ccccc3C2)nc1-c1ccc2c(c1)CCN2C(=O)C(C)C
  -241, -24, -48, -5, -36, 47*, -17, -10
CC1=CC2N(c3ccccc31)C(C(=O)C(C)(C)C)C(C(=O)c1ccc3c(c1)OCO3)C21C(=O)Nc2ccccc21 (stereo not drawn)
  -184, -7, -38, 22, -22, 68*, -5, -3
Cc1ccccc1CNC(=O)Cn1ccc2ccc(N3CCOCC3)nc21
  -202, -23, -68, -99, -88, -56, -13, -5
O=C(C1CCN(c2nc3cccnc3s2)CC1)N1CCC2(CC1)OCCO2
  0, -9, -2, -10, -10, -9, -3, 1
CCOc1ccc(-c2cc(-c3nc4c5c(C)c(C)oc5ncn4n3)[nH]n2)cc1
  13, 8, 1, 8, 10, 19, 2, 0
Nc1c(-c2nc3ccccc3[nH]2)c2nc3ccccc3nc2n1Cc1cccc(Cl)c1
  -14, -6, 18, 46*, 36*, 16, -12, -5
O=C(NCc1ccncc1)c1nn(-c2ccc(F)cc2)c2c1CCCC2
  22, -7, 8, 11, 8, 9, 4, 0
Cc1cccc(-n2cnc(C(=O)NCc3ccc(F)cc3)c2)n1
  35*, 1, 8, 83*, 29, 34*, 2, 4
O=S(=O)(NCCc1cn2ccsc2n1)c1ccc(F)cc1
  -5, 2, -1, 9, 10, -2, 1, 0
C[C@]12C(=O)N(Cc3ccco3)CC(=O)N1CC(c1ccc(Br)cc1)c1c2[nH]c2ccccc12 (stereo partly drawn)
  -53, -73, 1, 34*, 7, -15, 11, -1
CCC(CC)CNC(=O)c1ncn2c1CN(CC1CC1)S(=O)(=O)c1ccccc1-2
  6, -1, -1, 1, 1, 5, 2, 2
N#Cc1ccc(S(=O)(=O)N2CCN(c3nc4ccc(Cl)cc4s3)CC2)cc1
  23, 3, 17, 17, 10, 21, 2, 0
Cc1cc(-c2cc(N)n(-c3ccccc3)n2)c(C)n1-c1cccc(C(F)(F)F)c1
  0, 5, 6, nt, 4, -29, -5, -7
COCCCn1c(C(=O)Nc2ccccc2)cc2c(=O)n3cccc(C)c3nc21
  -24, -2, -17, -6, -18, -11, -5, -9
O=c1[nH]c(CSc2ccc3c(c2)OCCCO3)nc2scc(-c3ccccc3)c12
  -92, -23, -28, -39, -16, -41, -22, -2
CCCCc1ccc(NC(=O)c2c(C)c(-c3ccc(C)cc3)nc3ccccc23)cc1
  -112, -1, -15, -17, -26, -5, -4, -4
COc1cccc(NC(=O)CN2C(=O)C3CCCC3=Nc3ccccc32)c1 (stereo not drawn)
  9, 4, 8, 16, 13, 7, 5, 6
O=C(Cn1cc2c(n1)CCCC2)N1CCc2ccccc21
  11, -2, 0, -4, 22, -2, 0, 0
CCOC(=O)c1ccccc1NC(=O)CSc1ccc2nnc(CCNS(=O)(=O)c3ccc(C)cc3)n2n1
  31*, -1, 18, -2, 9, -1, 3, -2
CC1(C)Cc2nc(-c3ccccc3)nc(SCC(=O)Nc3ccccc3)c2CO1
  0, 4, 0, 0, -5, -18, 0, 6
CNc1nc(C2CCCN(C)C2)nc2c1CCN(C(=O)c1cccnc1)C2 (stereo not drawn)
  -13, 1, -9, -11, -5, -13, -3, -4
